Screening data (PubChem)
N-glyco inh = N-linked glycosylation inhibition. D54 ERlucT glycosylation luciferase reporter, 24 h; percent of 100 nM tunicamycin response. reporter increase, % at 12.5 µM. 360,000 compounds, 0.23% hits. AID 588692;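 active = mean luciferase reporter signal, scaled so untreated is 0 and the glycosylation-blocking control 100, at or above a set limit in every replicate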;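 also: luciferase carries N-glycosylation sites so blocking glycosylation raises the light; 0% = median of neutral control wells and 100% = median of 100 nM tunicamycin wells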
CaV13 ICDI inh = Disruptors of the CACNA1D IQ motif to Ca2+-dependent inactivation inhibitor domain association, primary screening, Förster resonance energy transfer in intact living …; HEK cells, CFP/YFP FRET ICDI-IQ, plate reader, 10 min; percent FRET-ratio fall versus neutral wells; inhibition, % at 12.3 µM; 340,000 compounds, 0.098% hits; AID 743397;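 active = mean replicate inhibition of at least 30% and at least 1% of replicates passing that level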;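 also: 0% = median of the neutral control wells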
m5-HT2A agonist = activates the mouse 5-HT2A serotonin receptor. CHO-K1 mHTR2A beta-arrestin complementation, luminescence; percent of 30 µM serotonin response. 360,000 compounds, 0.66% hits. activation, % at 7.6 µM;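 active = activation above a run cutoff, the mean activation of all tested compounds plus 3 SD, cut at about 14% in these data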;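 also: 0% = plate median of compound wells and 100% = 30 µM serotonin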
Target sequence (P35363 whole entry, looked up): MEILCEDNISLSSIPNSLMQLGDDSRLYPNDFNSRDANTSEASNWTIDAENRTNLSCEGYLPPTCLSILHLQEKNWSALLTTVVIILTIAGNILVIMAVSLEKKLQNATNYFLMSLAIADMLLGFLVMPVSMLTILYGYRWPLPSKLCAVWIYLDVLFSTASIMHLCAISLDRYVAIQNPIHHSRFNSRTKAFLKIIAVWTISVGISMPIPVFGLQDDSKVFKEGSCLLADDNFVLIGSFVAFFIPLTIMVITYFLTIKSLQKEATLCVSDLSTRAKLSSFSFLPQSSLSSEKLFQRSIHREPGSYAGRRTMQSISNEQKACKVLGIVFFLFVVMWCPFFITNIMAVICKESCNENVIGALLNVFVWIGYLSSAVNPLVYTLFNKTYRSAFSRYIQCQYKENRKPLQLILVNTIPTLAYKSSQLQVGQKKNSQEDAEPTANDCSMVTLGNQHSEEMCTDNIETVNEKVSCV
Exocytosis inh = lytic granule exocytosis inhibition. TALL-104 LAMP-1 surface exposure, flow cytometry; cells stimulated with thapsigargin and PMA. 360,000 compounds, 0.66% hits. inhibition, % at 10 µM;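 active = inhibition above about 55%, limit read from the data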
ABCB6 inh MLPCN = inhibitors of human ABC transporter ABCB6; Q9NP58; K562-ABCB6 porphyrin accumulation, flow cytometry, 1 h; stronger effect = lower value; fluorescence ratio to DMSO, % at 10 µM; 360,000 compounds, 0.19% hits;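 active = fluorescence ratio to DMSO below 75%, the collection mean minus 3 SD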;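 also: signal is porphyrin accumulated inside mitochondria; 100% equals median channel fluorescence of DMSO control wells; lower ratio means ABCB6 inhibition with less porphyrin fluorescence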
Vif inh = blocks HIV Vif function; inhibition, % at 7.49 µM; HEK293T cells, Vif self-association by quenched fluorescence, imaging, 24 h; 340,000 compounds, 0.35% hits; in the data active = inhibition above about 50%, passing the limit was not always enough; also: some results filed as inactive read as strong as hits
PDI turbidity = blocks human protein disulfide isomerase activity | PDI insulin aggregation turbidity, A650, 90 min | inhibition, % at 10 µM | 350,000 compounds, 0.052% hits | AID 588391;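 active = mean inhibition across replicates of 30% or more, whatever share of single replicates reach that level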;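 also: absorbance from insulin aggregation driven by PDI reduction with DTT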
Target sequence (P07237 whole entry, looked up): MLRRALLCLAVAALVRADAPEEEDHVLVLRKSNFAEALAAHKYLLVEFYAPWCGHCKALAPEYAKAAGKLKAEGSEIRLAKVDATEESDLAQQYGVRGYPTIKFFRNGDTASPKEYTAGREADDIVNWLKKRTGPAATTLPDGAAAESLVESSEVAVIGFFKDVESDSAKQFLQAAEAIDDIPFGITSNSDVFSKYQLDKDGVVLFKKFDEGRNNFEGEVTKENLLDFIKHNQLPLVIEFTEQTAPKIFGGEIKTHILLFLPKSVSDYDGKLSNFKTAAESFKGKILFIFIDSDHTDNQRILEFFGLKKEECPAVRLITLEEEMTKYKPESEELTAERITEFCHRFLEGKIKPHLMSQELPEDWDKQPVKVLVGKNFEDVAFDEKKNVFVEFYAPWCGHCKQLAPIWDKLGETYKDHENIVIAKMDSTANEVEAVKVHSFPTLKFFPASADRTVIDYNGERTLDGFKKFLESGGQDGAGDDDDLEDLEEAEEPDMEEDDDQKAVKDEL
Cardio protect = modulators protecting cardiomyocytes from myocardial damage; H9c2 cardiomyocytes, H2O2 injury protection, ATPLite, 2 h; protection from H2O2 cell death, % at 20 µM; 360,000 compounds, 0.63% hits;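 active = compounds giving at least 50% protection of heart cells from peroxide-induced death in the single-dose screen, raw or plate-pattern-corrected value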;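 also: 0% = DMSO wells with peroxide and 100% = DMSO wells without peroxide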
hiPSC survival = enhancers of human iPSC single-cell survival | hiPSC single-cell survival, ATPlite luminescence; 100% = ROCK inhibitor wells, 0% = DMSO | survival enhancement, % at 20 µM | 360,000 compounds, 0.044% hits; in the data active = survival enhancement above about 18%;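 also: cells exposed to compounds for 16 hours before the ATP read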
aDG glyco act = alpha-DG glycosylation activation; 360,000 compounds, 0.22% hits; activation, % at 10 µM; AID 624168; Pro5-aDG cells, alpha-DG glycosylation AlphaScreen (IIH6); 0% Pro5, 100% B10-LARGE cell signal;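 active = activation of at least 8% versus controls, or a plate z-score of at least 8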;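 also: Pro5 are CHO cells carrying HIG-tagged alpha-DG that lacks glycosylation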
Numbers without * were called inactive; . = no result given.

SMILES	N-glyco inh	CaV13 ICDI inh	m5-HT2A agonist	Exocytosis inh	ABCB6 inh MLPCN	Vif inh	PDI turbidity	Cardio protect	hiPSC survival	aDG glyco act
O=C(COC(=O)C1CC1)Nc1ccc([N+](=O)[O-])cc1C(F)(F)F	0.4	-2.6	-1.0	-3.7	100.0	0.5	-1.2	4.9	-0.2	0.0
COc1ccc(SCCN2CCN(C)CCC2=O)cc1	3.1	-5.4	-3.8	8.2	94.0	-6.2	-3.6	-1.8	-0.2	-0.1
NS(=O)(=O)c1ccc(CCn2c(=S)[nH]c3ccccc3c2=O)cc1	2.8	-4.0	2.9	-3.1	97.0	-2.6	-0.2	1.2	0.5	-0.2
CN(C(=O)COC(=O)c1ccc2ccccc2n1)C1CCCCC1	-0.3	-6.3	4.7	-1.1	99.0	-7.6	-2.4	-3.5	3.6	0.0
O=C(CSc1nnc(-c2c[nH]c3ccccc23)o1)N1c2ccccc2CCc2ccccc21	-5.1	-7.7	-0.8	9.3	84.0	-19.3	5.0	-4.1	-1.3	0.2
CCN(CC)S(=O)(=O)c1ccc(C(=O)NCC(=O)NCc2ccc3c(c2)OCO3)cc1	1.5	-10.0	-0.8	-0.4	115.0	.	0.6	-0.8	-1.5	-0.1
COc1ccc(N2CCN(C(=O)Cn3cnc4c3c(=O)n(C)c(=O)n4C)CC2)cc1	1.4	-4.7	-1.1	-2.7	99.0	4.3	0.5	11.2	0.0	-0.1
O=C(COc1ccccc1CNCc1ccccc1)Nc1ccccc1	46.9*	-2.7	-8.9	1.8	111.0	-6.4	-48.6	1.4	-2.3	0.5
C=C(C)c1cccc(C(C)(C)NC(=O)NCc2ccc(OC)cc2)c1	-2.8	-5.4	6.1	-4.0	103.0	0.5	-56.1	-1.2	-0.6	0.3
Nc1c(C(=O)NCc2ccco2)c2nc3ccccc3nc2n1CCc1ccc(F)cc1	14.2	-3.0	-0.1	2.9	109.0	-5.1	-13.4	27.1	3.4	1.6
CC1CCN(c2c(NCC3CCC(C(=O)NC4CCCCCC4)CC3)c(=O)c2=O)CC1 (stereo unspecified)	1.5	-3.6	13.1	-1.1	100.0	19.4	-0.6	3.0	-0.6	-0.1
Cc1c(C(=O)N(Cc2ccc(N(C)C)cc2)C2CCS(=O)(=O)C2)oc2ccccc12 (stereo unspecified)	3.0	6.1	4.6	-0.7	98.0	-2.9	7.4	-3.0	-0.5	-0.4
COc1ccc(C(=O)Nc2ccccc2NC(=O)c2ccco2)c(OC)c1	2.7	-1.9	0.3	-0.9	95.0	13.3	4.2	10.3	-1.3	-0.6
CCCCN(C)C(=O)c1nc2ccccn2c1CNC1CCC1	-0.8	-4.8	3.3	-1.3	92.0	-0.8	-6.2	-4.6	1.4	0.1
CCN(CC)C(=O)CN(c1ccc2c(c1)OCO2)S(C)(=O)=O	0.3	-4.6	-5.1	3.9	99.0	4.9	-3.5	-2.9	-1.8	-0.1
CN1N=C(/C=C/c2ccccc2)CCC1=O	1.0	-1.8	-2.0	0.3	91.0	3.2	-3.1	-1.9	-0.3	-0.3
O=C(c1[nH]c(C(F)(F)F)nc1-c1ccccc1)N1CCN(CCN2CCOCC2)CC1	0.4	-9.9	4.3	1.9	95.0	1.2	.	-4.5	1.5	0.0
Cc1ccc(C)c(NC(=O)C(Sc2nc3ccccc3c(=O)n2CC(C)C)c2ccccc2)c1 (stereo unspecified)	-7.3	-3.3	-2.6	11.2	99.0	-2.1	5.8	80.0*	-0.8	-0.3
CC(C)c1ccc(S(=O)(=O)N2CCN(C(=O)CN3C(=O)c4ccccc4C3=O)CC2)cc1	1.0	-5.3	1.0	3.4	99.0	9.9	-6.1	4.6	-3.2	0.3
COCCCN(CC(=O)Nc1ccc(N2CCOCC2)cc1)S(=O)(=O)c1ccc(C)cc1	0.3	-3.2	-2.3	-3.8	96.0	-0.6	0.0	-6.2	0.9	0.0
CCOc1ccc(C(=O)COC(=O)c2cc([N+](=O)[O-])ccc2N2CCOCC2)cc1	14.8	-7.6	-1.8	0.7	95.0	21.0	-1.9	-1.9	-0.6	0.0
CCOC(=O)/C=C1\SCC(=O)N1CC(=O)NC1CCCCC1	1.5	-7.8	5.4	0.5	95.0	-4.1	7.9	-0.4	-0.2	-0.1
O=C(NCC1CC1)Nc1cccc(C(F)(F)F)c1	1.1	-2.9	-14.2	-9.5	97.0	2.8	2.6	-1.1	0.5	0.0
CN1/C(=C/C=C(C#N)C#N)C=Cc2ccccc21	3.0	-2.3	1.0	-3.9	106.0	-4.3	-4.5	2.1	0.2	0.2

Taken from the listing (four entries):
SMILES	N-glyco inh	CaV13 ICDI inh	m5-HT2A agonist	Exocytosis inh	ABCB6 inh MLPCN	Vif inh	PDI turbidity	Cardio protect	hiPSC survival	aDG glyco act
CCOc1ccc(C(=O)COC(=O)c2cc([N+](=O)[O-])ccc2N2CCOCC2)cc1	14.8	-7.6	-1.8	0.7	95.0	21.0	-1.9	-1.9	-0.6	0.0
CCOC(=O)/C=C1\SCC(=O)N1CC(=O)NC1CCCCC1	1.5	-7.8	5.4	0.5	95.0	-4.1	7.9	-0.4	-0.2	-0.1
O=C(NCC1CC1)Nc1cccc(C(F)(F)F)c1	1.1	-2.9	-14.2	-9.5	97.0	2.8	2.6	-1.1	0.5	0.0
CN1/C(=C/C=C(C#N)C#N)C=Cc2ccccc21	3.0	-2.3	1.0	-3.9	106.0	-4.3	-4.5	2.1	0.2	0.2

Next part.
SMILES	N-glyco inh	CaV13 ICDI inh	m5-HT2A agonist	Exocytosis inh	ABCB6 inh MLPCN	Vif inh	PDI turbidity	Cardio protect	hiPSC survival	aDG glyco act
O=C(Nc1nc2ccccc2s1)c1cc2c(s1)-c1ccccc1OC2	0.4	-3.7	0.0	0.0	99.0	10.0	.	1.9	-1.2	0.2
O=c1[nH]cnc2c1sc1nc3c(c(-c4ccc(Cl)cc4)c12)CCC3	1.0	.	-1.9	10.5	103.0	-14.9	1.9	7.7	-1.0	-0.3
Cc1ccc(C(=O)NCC(=O)OCc2c(F)cccc2Cl)s1	-1.0	-3.2	6.9	-7.7	94.0	12.6	-5.1	-4.2	-0.5	-0.2
CC(=O)N1CCc2cc(Br)cc(S(=O)(=O)N3CCCCCC3)c21	-1.6	1.1	3.7	0.7	92.0	-0.9	-2.0	1.4	-3.8	-0.3
COc1ccc(-c2nnn(CC(=O)N(CCN3CCOCC3)C(C(=O)NC3CCCC3)c3ccco3)n2)cc1 (stereo unspecified)	-1.0	-1.7	-0.4	-0.4	104.0	-4.6	-18.2	-2.0	0.4	0.0
CCCCCCCCc1nc(SCC(C)=O)n[nH]1	1.4	2.5	2.0	-1.1	100.0	1.1	0.4	0.1	-0.7	0.0
O=C(OC(C(=O)NC1CCCC1)c1cccnc1)C1=Cc2ccccc2OC1 (stereo unspecified)	3.1	-7.3	-2.2	-1.0	103.0	-15.4	14.0	-1.7	-2.5	0.0
CCCOC(=O)c1ccc(NC(=O)c2c(Cl)ccc(Cl)c2OC)cc1	1.9	-15.6	-9.1	13.2	95.0	-1.9	1.3	-4.6	0.6	2.8
CCO[C@H]1OC(C(=O)NCc2nc3ccccc3[nH]2)=C[C@@H](c2ccc(C(F)(F)F)cc2)[C@@H]1CCCO	5.9	-11.1	4.4	2.2	97.0	6.0	7.2	-2.4	11.8	0.2
CCOC(=O)C(Cc1ccccc1)NC(=O)CCc1c(C)nc2ncnn2c1C (stereo unspecified)	0.8	-3.9	4.3	3.1	100.0	5.1	-5.3	3.5	-4.1	3.6
COc1ccc(CCNC(=O)c2nnn(CC(=O)Nc3c(C)cc(C)cc3C)c2N)cc1OC	2.0	-14.3	1.1	1.3	96.0	5.7	-5.5	0.1	0.4	-0.1
O=S(NC1CCCCC1)C12CC3CC(CC(C3)C1)C2 (stereo unspecified)	-0.8	-7.4	-2.3	1.3	98.0	1.3	-2.2	5.8	-1.4	2.2
CCN(CC)C(=O)CSc1nnc(CNc2ccc(F)cc2)n1-c1ccccc1	2.7	-8.9	0.8	-0.3	98.0	10.9	-2.5	6.3	-1.3	0.1
O=C(O)c1ccc(NC(=S)NC(NC(=O)c2ccco2)C(Cl)(Cl)Cl)cc1 (stereo unspecified)	2.1	-5.1	4.4	4.2	98.0	-2.0	4.8	6.0	-0.7	0.1
COc1ccc2c(C(=O)CN(C)C3CCCCC3)c[nH]c2c1	-1.8	.	7.1	0.8	101.0	4.9	1.5	6.1	4.5	0.1
CCOc1cc(C(=O)OCC(=O)c2cc(C)n(CC3CCCO3)c2C)ccc1OCC(=O)N1CCOCC1 (stereo unspecified)	0.4	-4.8	-3.1	6.3	100.0	5.6	-1.2	2.9	-0.5	-0.3
CCOC(=O)C1=C(COC(=O)COc2ccc(C#N)cc2)NC(=O)NC1C (stereo unspecified)	-0.9	-5.8	-3.8	0.1	103.0	9.9	-12.0	6.5	0.3	-0.4
O=C(c1c(F)cccc1F)N1CCN(c2ncc(Br)cn2)CC1	-0.8	-18.6	2.2	2.1	98.0	5.2	-9.8	-1.0	0.9	-0.1
COc1ccc(C(C)(O)c2nc(-c3cccs3)cs2)cc1 (stereo unspecified)	10.2	-5.9	-1.8	-2.0	96.0	4.5	3.6	-7.2	3.1	-0.2
CN(C(=O)c1cnccn1)c1nnc(-c2cnccn2)s1	3.3	.	2.2	-0.3	104.0	6.8	-3.3	2.9	2.1	0.0
CCOC(=O)c1[nH]c(C(=O)O)c(OC(=O)CC)c1C	-1.5	-5.4	1.8	-3.1	106.0	.	-6.4	2.0	-0.3	0.0
Cn1ccnc1SCC(=O)c1cccc(C(F)(F)F)c1	-2.3	-20.8	2.7	-7.4	132.0	-2.2	-8.2	1.5	-0.5	0.1
O=C(Nc1ccc2c(c1)OCO2)c1ccc(Br)o1	3.8	-7.5	-1.5	-1.5	98.0	-8.1	-5.5	-5.2	-1.0	-0.2
Cc1cccc(Nc2nc3ccccc3n3nnnc23)c1	0.5	-1.3	-7.3	-1.0	97.0	0.2	-14.3	4.0	-1.4	-0.2
CCOc1ccc(/C=N/NC(=S)NC2CC3CCC2C3)cc1 (stereo unspecified)	-4.7	-5.5	-1.1	-3.6	100.0	0.8	2.6	-4.8	-0.2	0.8
O=C1CC(c2ccco2)Cc2nc(Nc3nc(-c4ccccc4)c4ccccc4n3)ncc21 (stereo unspecified)	1.0	-3.1	6.3	-2.8	110.0	10.8	2.8	10.1	13.0	-0.3
CCN(CC)C(=O)c1ccccc1NS(=O)(=O)c1cccs1	0.5	-6.0	4.5	-5.5	101.0	1.0	3.5	3.2	1.0	0.2
CCCCn1c(N2CCC(Cc3ccccc3)CC2)nc2c1c(=O)[nH]c(=O)n2C	4.0	.	0.2	88.4*	94.0	-11.5	-6.2	-6.5	-0.2	2.8
CC(C)C(NS(=O)(=O)c1cccs1)C(=O)N1CCc2ccccc2C1 (stereo unspecified)	1.2	-5.1	-6.8	-0.7	94.0	2.6	-4.7	5.4	2.8	0.2
O=C(NCC(=O)N1CCN(c2ccccc2)CC1)c1ccco1	1.5	-5.4	2.1	2.2	97.0	20.9	5.8	1.5	-0.4	-0.3
CCn1c(=O)c(-c2ccccc2)c(O)c2ccccc21	3.5	-4.0	12.5	-3.9	102.0	1.3	-1.4	-0.3	-1.0	-0.2
O=C(O)CC1(C(=O)O)CC2C=CC1C2 (stereo unspecified)	1.4	-16.0	6.7	-1.5	97.0	1.6	-5.9	6.4	5.0	0.0
